phage Ecoli inh: growth loss of phage-infected E. coli, primary screen, RecBCD inhibitor project, absorbance, with phage, HTS; AID 651602, 2012; inhibition, % at 11.9 µM; 360,000 tested, 0.26% active; in the data active = inhibition above about 11%
Tat export inh: E. coli Tat export inhibitors, primary screen, MC4100, TorA-mCherry reporter, fluorescence, single point; inhibition, % at 10 µM; 340,000 tested, 0.036% active; AID 488895, 2010;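 active = mean replicate inhibition at least 50% and at least half of replicates individually reaching 50%; inconclusive = only one of the two criteria met; inactive = neither criterion met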;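 note: exported cargo escapes ClpAP degradation while cytoplasmic cargo is degraded and loses fluorescence; 0% = median of neutral control wells and 100% = median of NaSCN control wells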
AddAB inh: growth inhibition of E. coli expressing H. pylori AddAB, primary screen, AddAB inhibitor project, absorbance; inhibition, % at 11.9 µM; 330,000 tested, 0.29% active; in the data active = inhibition above about 12%;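 note: 0% = vehicle wells of infected cells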
CAL PDZ inh: CAL PDZ peptide-binding inhibitors, primary screen, biochemical, fluorescence polarization, Cer-tagged CAL PDZ, HTS. purified CAL PDZ, TMR-peptide fluorescence polarization, 1 h. Golgi-associated PDZ and coiled-coil motif-containing protein (Homo sapiens), Q9HD26. inhibition, % at 20 µM. 330,000 tested, 0.02% active;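 active = highest replicate inhibition of at least 40%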;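 note: plate controls were DMSO neutral control wells for no effect and unlabeled competitor peptide control wells for full effect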
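material = purified tagged CAL PDZ domain construct (CerCALP) | buffer or medium = sodium phosphate/NaCl buffer pH 7.4 with TCEP, IgG, Thesit | reagent = TMR-labelled reporter peptide T*-PRC34 bound in PDZ groove | incubation = 1 h room-temperature incubation prior to read | measured by = fluorescence polarization (mP) | evaluation = percent inhibition from loss of millipolarization | control set = unlabelled peptide and DMSO controls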
DAGLB inhibitor: DAGLB lipase inhibitors, primary screen, biochemical, fluorescence, HTS. inhibition, % at 5.17 µM. HEK293T DAGLB membrane lysate, EnzChek fluorogenic substrate. 340,000 tested, 0.059% active. Diacylglycerol lipase-beta (Homo sapiens), Q8NCG7; in the data active = inhibition above about 34%;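 note: 0% = enzyme with vehicle and 100% = wells lacking enzyme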
Target sequence (Q8NCG7 whole entry, looked up): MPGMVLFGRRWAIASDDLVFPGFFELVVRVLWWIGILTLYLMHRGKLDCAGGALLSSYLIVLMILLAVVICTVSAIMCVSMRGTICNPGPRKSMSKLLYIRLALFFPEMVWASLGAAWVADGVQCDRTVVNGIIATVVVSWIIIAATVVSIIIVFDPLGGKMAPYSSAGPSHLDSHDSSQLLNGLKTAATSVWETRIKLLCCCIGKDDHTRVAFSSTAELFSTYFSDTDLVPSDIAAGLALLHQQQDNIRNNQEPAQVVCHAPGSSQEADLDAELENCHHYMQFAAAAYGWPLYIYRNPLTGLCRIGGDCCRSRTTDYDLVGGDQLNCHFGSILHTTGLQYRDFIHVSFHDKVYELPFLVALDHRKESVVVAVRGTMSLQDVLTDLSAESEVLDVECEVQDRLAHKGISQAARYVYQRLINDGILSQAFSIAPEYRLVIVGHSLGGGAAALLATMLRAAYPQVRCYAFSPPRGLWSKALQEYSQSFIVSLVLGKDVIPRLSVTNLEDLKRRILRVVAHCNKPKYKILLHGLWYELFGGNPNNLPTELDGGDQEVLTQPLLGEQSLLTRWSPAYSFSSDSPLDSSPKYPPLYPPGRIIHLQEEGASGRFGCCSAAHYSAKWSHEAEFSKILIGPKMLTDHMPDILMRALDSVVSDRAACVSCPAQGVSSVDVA
Rtt109 Vps75: inhibitors of C. albicans Rtt109/Vps75 HAT, primary screen, biochemical, ThioGlo CoA-SH fluorescence, plate reader; inhibition, % at 34.9 µM; 330,000 tested, 0.16% active; purified Rtt109/Vps75, 4 h;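 active = inhibition of at least 50% in every replicate; inconclusive = best replicate reaches 50% inhibition but some replicates fall short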
Target sequence (Q5AAJ8 whole entry, looked up): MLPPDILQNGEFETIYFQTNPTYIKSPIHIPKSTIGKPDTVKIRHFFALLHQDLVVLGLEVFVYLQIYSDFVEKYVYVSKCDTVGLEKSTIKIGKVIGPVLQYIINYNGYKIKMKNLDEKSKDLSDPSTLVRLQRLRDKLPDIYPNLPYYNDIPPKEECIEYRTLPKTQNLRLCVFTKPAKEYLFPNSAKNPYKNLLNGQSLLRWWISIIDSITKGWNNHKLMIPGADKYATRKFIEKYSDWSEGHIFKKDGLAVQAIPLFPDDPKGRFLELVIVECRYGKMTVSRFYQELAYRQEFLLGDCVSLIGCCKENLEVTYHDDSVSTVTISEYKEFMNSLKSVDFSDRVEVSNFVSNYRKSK
PfHsp90 set2: growth inhibition of PfHsp90-expressing yeast, primary screen, antimalarial PfHsp90 inhibitor project, S. cerevisiae, BacTiter-Glo luminescence, single point, set 2; BacTiter-Glo ATP, 48 h; yeast lacking PDR1 and PDR3 efflux regulators; inhibition, % at 9.4 µM; 310,000 tested, 0.32% active; AID 504621, 2011;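 active = every replicate shows inhibition above about 80%, whatever the replicate mean, limit read from the data; inconclusive = mean inhibition reaches the set limit but some replicate falls short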;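 note: 0% = DMSO neutral controls and 100% = 20 µM radicicol positive controls; yeast relying on Plasmodium falciparum Hsp90 in place of its own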
Ecoli viability: E. coli V3065 growth inhibition, primary screen, counter-screen for AddAB inhibitor project, absorbance, OD600 | 18 h | inhibition, % at 11.9 µM | 330,000 tested, 0.27% active | AID 449728, 2010;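 active = inhibition above the campaign's mean inhibition across all tested compounds plus 3 SD, cut at about 9.9% in these data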;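 note: uninfected addAB+ strain grown without phage in ampicillin broth; 0% = DMSO wells and 100% = ciprofloxacin 0.95 µg/ml wells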
PvdQ inh: P. aeruginosa PvdQ acylase inhibitors, primary screen, biochemical, fluorescence, plate reader and imaging, single point; PvdQ acylase [Pseudomonas aeruginosa LESB58]; purified PvdQ acylase; inhibition, % at 10 µM; 340,000 tested, 0.063% active; in the data active = inhibition above about 30%, passing the limit was not always enough; inconclusive = no clear call, values can overlap the other calls;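 note: 0% = vehicle neutral wells and 100% = reference inhibitor wells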
Wnt act: Wnt/beta-catenin pathway activators, primary screen, cell-based, plate reader, single point | Wnt/beta-catenin reporter cell assay, activator | activation, % at 9.35 µM | 300,000 tested, 1.2% active | AID 743398, 2014; in the data active = activation above about 30%, passing the limit was not always enough; inconclusive = no clear call, values can overlap the other calls;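 note: 0% = neutral control wells and 100% = positive control wells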
* = called active by the depositor; i = inactive; ? = inconclusive; nt = not tested or not shown.

SMILES	phage Ecoli inh	Tat export inh	AddAB inh	CAL PDZ inh	DAGLB inhibitor	Rtt109 Vps75	PfHsp90 set2	Ecoli viability	PvdQ inh	Wnt act
Cc1c(C(=O)c2ccccc2)c2ccccc2n1C	3.3	12	0.2	-2.9	-4	6	5	1.6	-6	1
O=C(O)Cn1cc(C(=O)c2ccccc2)c2ccccc21	2.3	7	-1.0	-2.1	2	-5	-20	-0.9	-4	nt
O=c1c2ccccc2[nH]c(=S)n1-c1cccnc1	1.8	nt	-1.9	nt	nt	nt	nt	-2.4	nt	-1
O=c1[nH]c(=S)n(C2CC2)c(O)c1C=NCC1CCCO1 (stereo not given)	2.9	-5	0.6	-0.1	-2	-16	-6	1.0	2	5
COc1ccc(OCC#CCN2CCCCCC2)cc1	4.8	2	1.7	-1.5	0	0	16	1.2	-11	5
C[C@]12CCC3C(CC[C@H]4C[C@H](O)CC[C@]34C)C1[C@@H](O)[C@@H](O)[C@@H]2O (stereo not given in full)	2.5	-4	-0.6	0.1	1	0	-1	-0.6	-17	-4
CCCCC(=O)N/N=C/c1c(O)n(C2CC2)c(=S)[nH]c1=O	3.6	-9	0.3	-0.1	0	-6	17	-0.9	-15	0
O=c1c2ccccc2nc(-c2ccc(-c3ccccc3)cc2)n1-c1ccncc1	1.7	3	3.6	-3.6	-1	-4	107*	-0.4	-8	-2
COCCNCCOc1ccc(C(C)(C)c2ccccc2)cc1	3.7	13	0.8	0.0	-5	4	3	0.4	-6	-3
CCOC(=O)c1cnc(N2CC2)nc1N	2.2	0	nt	-0.3	1	1	-12	nt	-7	-3
CC(=NCCN1CCOCC1)c1c(O)n(Cc2ccccc2)c(=O)[nH]c1=O	1.5	-2	-0.2	-1.0	-1	-1	-3	-0.2	24	nt
CCN1c2nc3ccccn3c(=O)c2CC2(C(=O)N(C)C(=O)N(C)C2=O)C1C (stereo not given)	2.9	-12	0.8	-1.0	-4	4	-99	-0.4	16	nt
CN(C)C(=O)Oc1cccc(-c2cn3cc(Cl)ccc3n2)c1	2.1	-1	1.8	-1.1	1	-8	nt	0.8	0	15
COc1ccc(S(=O)(=O)NC(CC(=O)N2CCC3(CC2)OCCO3)c2ccco2)cc1 (stereo not given)	1.0	-3	3.5	-1.4	-3	-2	20	1.3	-9	-1
Cc1ccccc1-n1c(O)c(/C=N/N2CCOCC2)c(=O)[nH]c1=S	0.6	-9	-2.1	0.0	1	-1	16	-0.2	0	nt
O=c1ccc2cc(O[C@@H]3O[C@H](CO)[C@@H](O)[C@H](O)[C@H]3O)c(O)cc2o1	1.9	-4	nt	1.0	0	i	-3	nt	-9	-1
CCc1nc(N2CCNCC2)c(C#N)c2c1CSC(C)(C)C2	0.1	-5	2.8	-1.4	-2	8	nt	-3.3	-3	-1
Brc1ccc2[nH]cc(/C=N/N3CCCCC3)c2c1	3.6	-1	-0.2	0.2	-4	8	-7	-1.2	7	2
O=C(/C=C/c1ccccc1)NC(=S)N1C[C@H]2C[C@H](C1)c1cccc(=O)n1C2	5.1	-3	3.5	0.1	-2	4	-6	0.3	7	-1
Cc1cc(NC(=O)COC(=O)c2c(C)nn(Cc3ccccc3)c2C)no1	1.6	-1	2.1	-0.6	-1	2	-12	1.6	-2	nt
COc1ccc(N=C(C)c2c(O)n(C3CCCCC3)c(=O)[nH]c2=O)c(OC)c1	1.8	-3	2.4	-1.5	1	nt	-40	-1.2	-12	-4
CCCCn1c(=O)c(C(=O)NCc2ccc(Cl)cc2)c(O)c2ccccc21	1.5	-7	-0.2	nt	5	-1	-3	-1.6	0	0
COc1ccccc1N1C(=O)NC(=O)C(CCc2ccncc2)(CCc2ccncc2)C1=O	2.7	10	2.3	-0.5	-1	13	5	-0.7	8	-3
CCCCCCCCC(=O)NCc1ccc(O)c(OC)c1	0.5	5	98*	0.2	1	11	-10	100*	0	9
Clc1ccccc1C1NCc2ccccc2-n2cccc21 (stereo not given)	3.1	-5	-0.5	-1.8	-9	0	-46	-0.1	-6	-1
Cc1ccnc(-n2c(C)cc(C=C3C(=O)N(C)C(=S)N(C)C3=O)c2C)c1	0.2	-25	-0.6	nt	-2	25	0	-1.0	7	3
O=C1CN=C(c2ccccc2)c2oc3ccc(Br)cc3c2N1	0.6	2	4.0	21	0	5	nt	1.7	-10	nt
O=C1NC(=O)C(=Cc2ccc(-c3cc(Cl)ccc3[N+](=O)[O-])o2)C(=O)N1	0.0	2	nt	0.5	7	-7	-21	nt	-10	1
COC(=O)C(O)(c1ccc(NC(=O)c2ccccc2)cc1)C(F)(F)F (stereo not given)	-0.2	-1	0.9	0.1	1	7	-1	1.5	-6	0
CN1C(=O)/C(=C\c2ccc(N3CCCCCC3)cc2)C(=O)NC1=S	1.5	-7	0.7	-0.5	8	11	5	-2.0	-9	4
COC(=O)C1=C(c2ccccc2OCc2ccccc2)C[C@@H]2CC[C@H]1N2C(=O)NCc1ccc(Br)cc1	0.6	7	0.9	0.4	-30	-11	-18	0.9	-5	-6
CC1(C)CN=C(Nc2ccccc2C(F)(F)F)S1	2.3	-2	0.8	-2.2	-3	3	nt	-0.3	-7	nt
C=CCN1CC[C@@]2(C)c3cc(O)ccc3CC1[C@@H]2C	4.1	-10	3.3	0.0	0	3	8	0.9	5	-4
COC(=O)C1=C(c2c(C)noc2C)C[C@@H]2CC[C@H]1N2C(=O)NC(C)C	3.3	11	0.9	-0.2	-1	1	-22	-0.2	-8	-1
CCN1CCN(C(=O)Cc2ccc(C)cc2)CC1	0.2	-3	1.0	0.2	0	-1	2	-0.8	-1	2
Fc1ccc2c(c1)nnn2C1CCN(Cc2ccccc2)CC1	3.8	5	3.3	-2.5	-3	nt	20	1.0	-19	nt
Cc1c(-c2cccc(Cl)c2)nc2ccccc2c1C(=O)N1CCC2(CC1)OCCO2	4.3	14	5.6	0.1	1	-3	-5	3.3	-4	-3
Cc1ccc(S(=O)(=O)N2CCC(C(=O)N3CCC4(CC3)OCCO4)CC2)cc1	0.5	11	3.8	-1.3	-1	-8	6	4.2	12	nt
O=C(c1ccc2nc3ccc(Cl)cc3c(=O)n2c1)N1CCC2(CC1)OCCO2	0.3	4	1.5	-0.9	3	5	8	0.7	-23	-4
CC(C)CCC1(CCc2ccncc2)C(=O)NC(=O)NC1=O	1.2	-4	5.0	nt	0	5	nt	2.0	-1	1
CN1CCN(c2c(N)c(=O)oc3ccccc23)CC1	4.9	16	0.6	0.6	1	7	11	-0.1	-16	0
CN(C)c1ccc([N+](=O)[O-])c([N+](=O)[O-])c1	2.9	2	nt	0.1	0	-4	-27	nt	2	-1
O=C1NC(=O)N(c2ccccc2F)C(=O)/C1=C/c1cn(CC(=O)N2CCOCC2)c2ccccc12	2.0	nt	1.4	nt	nt	nt	nt	-1.6	nt	6
CCc1ccccc1NC(=O)CNC1CCCCC1	4.0	?	2.7	0.3	-1	-5	7	-1.9	-20	0
CCCCn1c(O)c(C(C)=NCCc2c[nH]c3ccccc23)c(=O)[nH]c1=O	0.5	2	1.5	-0.1	7	18	-2	1.0	9	0
c1cc2c(cc1C1OCC3C(c4ccc5c(c4)OCO5)OCC13)OCO2 (stereo not given)	-0.6	1	2.3	0.1	-19	2	-5	0.1	-10	1
CCCN1CC[C@@H]2c3cc(O)ccc3CC[C@@H]21	2.7	-1	-1.3	-0.4	-1	-4	-9	0.9	-11	-1
CC12CN3CC(C)(CN(C1)C3c1cccs1)C2 (stereo not given)	2.6	-2	1.0	-0.7	1	8	0	0.6	-11	nt
Cc1ccc(-c2cc(-c3ccc(C)cc3)[n+](-c3ccc(C(=O)[O-])cc3)c(-c3ccc(C)cc3)c2)cc1	1.0	?	3.5	-0.9	5	9	0	0.0	9	-2
Cc1ccccc1-n1c(O)c(/C=N/NC(=O)c2ccccc2O)c(=O)[nH]c1=S	3.8	4	5.2	0.0	6	14	-11	1.3	-4	2
N=C1c2ccccc2CN1CC(=O)c1ccccc1	4.3	-5	2.8	-0.2	1	-5	-17	0.9	-7	nt
Cn1nnc(CC[N+](C)(C)C)n1	1.8	23	1.3	-0.8	nt	-10	35	-1.5	-1	1
O=S1(=O)CC2(N3CCOCC3)CCCCCCC21 (stereo not given)	4.1	-3	2.1	-2.0	1	2	-1	1.7	-7	-3
CCN(CC)CCCN=Cc1c(O)n(CCc2ccc(OC)c(OC)c2)c(=O)[nH]c1=O	2.2	2	1.6	-0.9	1	4	nt	2.5	-15	nt
CN1C(=O)CN=C(c2ccc(Cl)cc2)c2cc(Cl)ccc21	0.8	-2	-1.8	-1.5	-1	8	26	-1.3	7	-19
COc1ccc(NC(=O)CN2C3CCC2CC(O)(c2cccnc2)C3)cc1OC (stereo not given)	3.9	-6	2.1	-0.2	-3	2	5	-0.5	-8	nt

Continued.
SMILES	phage Ecoli inh	Tat export inh	AddAB inh	CAL PDZ inh	DAGLB inhibitor	Rtt109 Vps75	PfHsp90 set2	Ecoli viability	PvdQ inh	Wnt act
CN[C@H](C)[C@H](O)c1ccccc1	nt	-6	0.2	-0.7	2	-1	-7	2.3	-7	13
COc1ccc(CN2C(=O)NC(=O)/C(=C\c3cccc(OC)c3OC)C2=O)cc1	2.0	-8	-2.5	-0.2	nt	30	13	-2.3	3	-1
Nc1ccc(CCN2CCN(c3cccc(C(F)(F)F)c3)CC2)cc1	6.4	-3	1.6	0.1	4	-8	15	-0.7	0	-5
NS(=O)(=O)c1ccc(N=Nc2c(O)[nH]c(=S)[nH]c2=O)cc1	2.0	-6	1.6	-2.3	1	12	18	-0.8	-10	-2
CNCCc1ccc(O)c(O)c1	2.4	5	-0.9	-0.1	-1	-2	-4	0.5	-12	8
Cc1ncc2n1-c1ccc(Cl)cc1C(c1ccccc1F)=NC2	1.3	0	0.0	-0.4	2	14	nt	0.1	-9	16
CCC(=NCCCn1ccnc1)c1c(O)n(Cc2ccccc2)c(=O)[nH]c1=O	0.2	1	0.4	0.9	-3	-1	1	1.4	-4	nt
CCCCCCC(N)CC(=O)O (stereo not given)	1.1	-8	nt	0.0	2	-2	35	nt	-22	-2
CC(C)(C)c1ccccc1O	4.1	13	2.0	-0.2	-2	-1	-16	-0.5	-19	1
COC(=O)c1ccccc1NC(=O)N1C[C@@H]2C[C@@H](C1)c1cccc(=O)n1C2	1.1	0	4.9	0.2	0	-5	-9	0.3	7	-1
CC(=NCC1CCCO1)c1c(O)n(-c2ccc(C)cc2)c(=O)[nH]c1=O (stereo not given)	3.7	-3	2.2	-1.3	2	8	18	2.4	-8	6

A portion of the library. The share of hits here may be higher or lower than overall.
